Bioassay records from PubChem BioAssay.
SKKanGAS inh: SKKanGAS growth inhibition. inhibition, % at 7.5 µM. actives 1.3% (n = 300,000). S. pyogenes SKKanGAS, kanamycin growth, BacTiter-Glo, 6 h. AID 1662;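 active means mean replicate score, as percent of positive control median, at least 50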;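 further: strain carries kanamycin resistance gene driven by streptokinase promoter and grows in 40 µg/ml kanamycin; loss of luminescence reflects streptokinase promoter inhibition or plain growth inhibition; 0% = median of DMSO wells and 100% = positive control at its reference dose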
TRPC4 potent: allosterically enhances the mouse TRPC4 cation channel | HEK293 TRPC4beta/mu-opioid, DAMGO EC20, Fluo-4 Ca2+ flux; stronger effect = higher value | B-score at 10 µM | actives 0.42% (n = 310,000);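 active means B-score of calcium response area above 5 SD of library B-scores, with initial fluorescence ratio within 5 SD of library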;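 further: B-score of integrated fluorescence ratio over time as area under calcium response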
KLF5 inh: suppresses KLF5 promoter-driven expression; inhibition, % at 5 µM; actives 0.23% (n = 290,000); DLD-1 KLF5 promoter-luciferase reporter, luminescence;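 active means inhibition above a per-plate limit of that plate's mean compound inhibition plus 3 SD, cut at about 60% in these data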;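 further: 0% = DMSO wells and 100% = LY294002 at 200 µM; higher means less KLF5 promoter-driven luciferase light; inactives centre near -14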
TRPC6 inh: blocks the mouse TRPC6 cation channel; actives 1.1% (n = 310,000); HEK293-TRPC6, membrane potential dye, ACh-evoked depolarization; stronger effect = lower value; B-score at 10 µM; Q61143;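 active means B-score under library mean minus 3 SD, initial fluorescence not abnormally high, positive integrated signal ratio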;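 further: B-score derived from integrated fluorescence ratio over the kinetic read; more negative B-score means stronger inhibition of depolarization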
Target sequence (Q61143 whole entry, looked up): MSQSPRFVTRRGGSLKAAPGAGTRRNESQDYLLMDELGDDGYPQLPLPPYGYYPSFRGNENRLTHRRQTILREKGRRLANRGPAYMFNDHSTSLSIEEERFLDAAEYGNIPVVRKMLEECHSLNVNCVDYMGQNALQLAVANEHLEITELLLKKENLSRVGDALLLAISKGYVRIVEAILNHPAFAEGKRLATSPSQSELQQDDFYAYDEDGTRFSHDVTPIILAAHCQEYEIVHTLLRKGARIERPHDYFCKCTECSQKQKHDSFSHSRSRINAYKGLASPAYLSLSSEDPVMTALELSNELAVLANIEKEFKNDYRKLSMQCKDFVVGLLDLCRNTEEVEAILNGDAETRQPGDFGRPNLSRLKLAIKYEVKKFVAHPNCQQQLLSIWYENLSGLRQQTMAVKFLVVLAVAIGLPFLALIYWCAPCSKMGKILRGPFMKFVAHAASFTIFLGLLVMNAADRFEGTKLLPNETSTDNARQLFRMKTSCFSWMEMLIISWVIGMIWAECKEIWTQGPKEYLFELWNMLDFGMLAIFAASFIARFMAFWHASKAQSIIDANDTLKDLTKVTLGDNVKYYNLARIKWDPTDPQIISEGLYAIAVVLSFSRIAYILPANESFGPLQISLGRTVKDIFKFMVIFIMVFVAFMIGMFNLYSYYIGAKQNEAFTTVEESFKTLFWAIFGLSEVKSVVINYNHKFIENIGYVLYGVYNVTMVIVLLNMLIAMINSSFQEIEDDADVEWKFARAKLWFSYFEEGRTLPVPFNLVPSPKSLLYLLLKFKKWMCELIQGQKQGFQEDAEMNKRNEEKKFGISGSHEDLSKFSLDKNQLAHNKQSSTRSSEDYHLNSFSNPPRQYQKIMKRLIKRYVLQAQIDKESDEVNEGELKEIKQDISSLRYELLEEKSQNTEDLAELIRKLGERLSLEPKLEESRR
TRPC4 agonist: opens the mouse TRPC4 cation channel. Q9QUQ5. HEK293 TRPC4beta/mu-opioid, Fluo4 calcium fluorescence; stronger effect = higher value. B-score at 10 µM. actives 0.49% (n = 310,000). AID 2237;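 active means B-score above 5 SD of library B-scores, and initial fluorescence ratio not above library mean plus 5 SD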;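 further: positive B-score marks a calcium rise read as TRPC4 activation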
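Test system: HEK293 cells stably co-expressing mouse TRPC4beta and mu-opioid receptor | Schedule: Fluo4 dye loading 45 min at room temperature, 110 s recording | Measured by: Kinetic Fluo4 calcium fluorescence, 5 s baseline at 1 Hz | Evaluation: B score of integrated ratio | Controls: Buffer (low) and maximal DAMGO (high)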
HIF act: HIF pathway transcriptional activation; U2OS HRE-luciferase reporter, luminescence; normalized: DMSO 0%, desferrioxamine 100%; activation, % at 7.5 µM (by protocol); actives 0.32% (n = 300,000);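 active means mean activation of at least 10% of the iron chelator positive control signal, with at least half of replicates also reaching 10%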
aSyn UTR inh: MLPCN primary screen, SNCA 5' untranslated region; alpha-synuclein 5'UTR reporter, inhibitor activity; inhibition, % (tested at 7.5 µM); actives 0.82% (n = 300,000); AID 1813; in the data active means inhibition above about 60%;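 further: H4 neuroglioblastoma cells stably carrying SNCA 5'UTR luciferase fusion; 0% = DMSO wells and 100% = positive control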
MrgX1 antag: blocks BAM8-22 activation of human MrgX1 receptor | B-score at 10 µM | Q96LB2 | AID 588676 | MRGX1-HEK293 calcium flux, Fluo-4, BAM8-22 antagonism; stronger effect = lower value | actives 1.3% (n = 310,000);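 active means calcium-response B-score plate-corrected more than 3 library SD below zero, starting fluorescence within 5 deviations, no agonist response on first addition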;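 further: peak minus trough fluorescence over baseline after final BAM8-22 challenge near maximal dose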
TRPC6 activator: activators of mouse TRPC6 channel; Q61143; HEK293-TRPC6 membrane potential dye fluorescence; stronger effect = higher value; actives 0.13% (n = 310,000); B-score at 10 µM;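 active means B-score of the integrated fluorescence ratio above library mean plus 3 SD, and starting fluorescence ratio within library mean plus 5 SD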;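 further: higher score means more depolarization so channel activation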
IEC-6 cytotox: IEC-6 cytotoxicity, counter-screen for KLF5 inhibitors; luminescence viability; inhibition, % at 5 µM; actives 0.78% (n = 290,000); in the data active means inhibition above about 22%;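 further: 0% = plate median of test compound wells and 100% = cytotoxic reference compound wells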
TRPC4 inh: inhibitors of mouse TRPC4 channel | Q9QUQ5 | AID 2247 | actives 0.39% (n = 300,000) | B-score at 10 µM | HEK293 TRPC4beta/mu-opioid, DAMGO-evoked Fluo4 calcium flux; stronger effect = lower value;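 active means B-score over 3 SD under the library average, no early fluorescence shift, positive overall ratio signal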
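Assay system: TRPC4beta/mu-opioid receptor HEK293 cell line; compound dosing: single concentration per test compound; detection: Fluo4 Ca2+ flux fluorescence; evaluation: per-well B score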
* = called active by the depositor. Rows are unselected; overall some 5.8% were active at least once.

`COc1ccc(-c2c(C)c3ccc(OCC(C)=O)cc3oc2=O)cc1` gave SKKanGAS inh 10, TRPC4 potent inactive, KLF5 inh -83, TRPC6 inh inactive, TRPC4 agonist inactive, HIF act 2.4, aSyn UTR inh -142, MrgX1 antag inactive, TRPC6 activator inactive, IEC-6 cytotox 0 and TRPC4 inh inactive.
NC(=O)N/N=C/C=C/c1ccccc1 was read as SKKanGAS inh -1, TRPC4 potent inactive, KLF5 inh -18, TRPC6 inh inactive, TRPC4 agonist inactive, HIF act 0.5, aSyn UTR inh 5, MrgX1 antag inactive, TRPC6 activator inactive, IEC-6 cytotox -1 and TRPC4 inh inactive.
For CCCn1cc(CN2CCCC(CNC(=O)c3ccc(F)cc3)C2)c(C)n1 (stereo not drawn) the results were SKKanGAS inh 0, TRPC4 potent inactive, KLF5 inh -2, TRPC6 inh inactive, TRPC4 agonist inactive, HIF act 0.3, aSyn UTR inh -2, MrgX1 antag inactive, TRPC6 activator inactive, IEC-6 cytotox 6 and TRPC4 inh inactive.
For Cc1[nH]nc(SCC(=O)NCc2ccccc2)c1[N+](=O)[O-] the results were SKKanGAS inh -3, TRPC4 potent inactive, KLF5 inh 3, TRPC6 inh inactive, TRPC4 agonist inactive, HIF act 0.1, aSyn UTR inh 2, MrgX1 antag inactive, TRPC6 activator inactive, IEC-6 cytotox -5 and TRPC4 inh inactive.
For Cc1nn(Cc2ccc(Cl)cc2)c(C)c1NC(=O)c1c(-c2ccccc2)noc1C the results were SKKanGAS inh -2, TRPC4 potent inactive, KLF5 inh -20, TRPC6 inh inactive, TRPC4 agonist inactive, HIF act 0.2, aSyn UTR inh 10, MrgX1 antag inactive, TRPC6 activator inactive, IEC-6 cytotox 1 and TRPC4 inh inactive.
For COc1ccc(OC)c(NC(=O)C(=O)NCCC2=CCCCC2)c1 the results were SKKanGAS inh -9, TRPC4 potent inactive, KLF5 inh -3, TRPC6 inh inactive, TRPC4 agonist inactive, HIF act -0.3, aSyn UTR inh 23, MrgX1 antag inactive, TRPC6 activator inactive, IEC-6 cytotox -1 and TRPC4 inh inactive.
Screening O=C(O)C(c1ccccc1)N1C(=O)/C(=C/c2cccs2)SC1=S (stereo not drawn) returned SKKanGAS inh 3, TRPC4 potent inactive, KLF5 inh -16, TRPC6 inh inactive, TRPC4 agonist inactive, HIF act 0.1, aSyn UTR inh 3, MrgX1 antag inactive, TRPC6 activator inactive, IEC-6 cytotox -6 and TRPC4 inh inactive.
`C=CCNC(=S)NNc1nc2c(c(=O)[nH]1)C1(CCCCC1)Cc1ccccc1-2` gave SKKanGAS inh 12, TRPC4 potent inactive, KLF5 inh 4, TRPC6 inh inactive, TRPC4 agonist inactive, HIF act 0.2, aSyn UTR inh 14, MrgX1 antag inactive, TRPC6 activator inactive, IEC-6 cytotox 8 and TRPC4 inh inactive.
`CCCCCCC/C=N/Nc1nnc(Cc2ccccc2)c(=O)[nH]1` gave SKKanGAS inh 5, TRPC4 potent inactive, KLF5 inh -6, TRPC6 inh inactive, TRPC4 agonist inactive, HIF act -0.2, aSyn UTR inh 1, MrgX1 antag inactive, TRPC6 activator inactive, IEC-6 cytotox -2 and TRPC4 inh inactive.
CCOC(=O)c1c(C)c(C(=O)Nc2ccc(N(C)C)cc2)c(C)n1CC was read as SKKanGAS inh 4, TRPC4 potent inactive, KLF5 inh 1, TRPC6 inh inactive, TRPC4 agonist inactive, HIF act 4.8, aSyn UTR inh -82, MrgX1 antag inactive, TRPC6 activator inactive, IEC-6 cytotox 0 and TRPC4 inh inactive.
Screening Cc1cc(NC(=O)CSc2ccccc2)no1 returned SKKanGAS inh 16, TRPC4 potent inactive, KLF5 inh -16, TRPC6 inh inactive, TRPC4 agonist inactive, HIF act 0.7, aSyn UTR inh -43, MrgX1 antag inactive, TRPC6 activator inactive, IEC-6 cytotox 0 and TRPC4 inh inactive.
Screening CCn1ncc(CNC(=O)C2(C)CC2(Br)Br)c1C (stereo not drawn) returned SKKanGAS inh 5, TRPC4 potent inactive, KLF5 inh -30, TRPC6 inh inactive, TRPC4 agonist inactive, HIF act -0.4, aSyn UTR inh 10, MrgX1 antag inactive, TRPC6 activator inactive, IEC-6 cytotox -2 and TRPC4 inh inactive.
Screening COc1cc(CN(C)Cc2cc(=O)oc3cc(C)c(Cl)cc23)ccc1OC(F)F returned SKKanGAS inh 0, TRPC4 potent inactive, KLF5 inh -28, TRPC6 inh inactive, TRPC4 agonist inactive, HIF act -0.2, aSyn UTR inh 23, MrgX1 antag inactive, TRPC6 activator inactive, IEC-6 cytotox 1 and TRPC4 inh inactive.
Screening O=[N+]([O-])c1ccc(-c2nc(NCc3ccccc3)c3ccccc3n2)cc1 returned SKKanGAS inh -2, TRPC4 potent inactive, KLF5 inh -36, TRPC6 inh inactive, TRPC4 agonist inactive, HIF act 0.6, aSyn UTR inh 19, MrgX1 antag inactive, TRPC6 activator inactive, IEC-6 cytotox -2 and TRPC4 inh inactive.
`O=C(CSc1ccccn1)Nc1ccc(N2CCOCC2)cc1` gave SKKanGAS inh -2, TRPC4 potent inactive, KLF5 inh 5, TRPC6 inh inactive, TRPC4 agonist inactive, HIF act -0.6, aSyn UTR inh -13, MrgX1 antag inactive, TRPC6 activator inactive, IEC-6 cytotox -5 and TRPC4 inh inactive.
For COc1ccc(N2CCN(C(=O)C3(S(=O)(=O)c4ccc(C)cc4)CC3)CC2)cc1 the results were SKKanGAS inh 1, TRPC4 potent inactive, KLF5 inh -6, TRPC6 inh inactive, TRPC4 agonist inactive, HIF act 0.5, aSyn UTR inh 4, MrgX1 antag inactive, TRPC6 activator inactive, IEC-6 cytotox -2 and TRPC4 inh inactive.
CCOc1ccc(-n2c(C)c(C(C)=O)c(C(C)=O)c2C)cc1 was read as SKKanGAS inh -2, TRPC4 potent inactive, KLF5 inh -5, TRPC6 inh inactive, TRPC4 agonist inactive, HIF act 0.0, aSyn UTR inh 2, MrgX1 antag inactive, TRPC6 activator inactive, IEC-6 cytotox 0 and TRPC4 inh inactive.
Screening O=C(NC1CCCCC1)N1CCN(c2ncccn2)CC1 returned SKKanGAS inh -2, TRPC4 potent inactive, KLF5 inh -20, TRPC6 inh inactive, TRPC4 agonist inactive, MrgX1 antag inactive, TRPC6 activator inactive, IEC-6 cytotox -4 and TRPC4 inh inactive.
COc1cccc(-c2nc(CS(=O)(=O)CC(=O)Nc3ccccc3Br)c(C)o2)c1 was read as SKKanGAS inh 25, TRPC4 potent inactive, KLF5 inh 9, TRPC6 inh inactive, TRPC4 agonist inactive, HIF act -0.2, aSyn UTR inh 1, MrgX1 antag inactive, TRPC6 activator inactive, IEC-6 cytotox 3 and TRPC4 inh inactive.
CC(C)C[C@H](NC(=O)Nc1ccc2c(c1)OCCO2)C(=O)O was read as SKKanGAS inh -1, TRPC4 potent inactive, KLF5 inh -23, TRPC6 inh inactive, TRPC4 agonist inactive, HIF act -0.2, aSyn UTR inh 12, MrgX1 antag inactive, TRPC6 activator inactive, IEC-6 cytotox 3 and TRPC4 inh inactive.
Screening COc1ccc(/C=C2\C(=O)N(Cc3ccc(F)cc3)CC(=O)N2Cc2ccccc2)cc1 returned SKKanGAS inh 21, TRPC4 potent inactive, KLF5 inh 13, TRPC6 inh inactive, TRPC4 agonist inactive, HIF act 0.1, aSyn UTR inh 1, MrgX1 antag inactive, TRPC6 activator inactive, IEC-6 cytotox -4 and TRPC4 inh inactive.
Screening CCOc1ccc(-c2cn3ccccc3n2)cc1 returned TRPC4 potent inactive, KLF5 inh 24, TRPC6 inh inactive, TRPC4 agonist inactive, MrgX1 antag inactive, TRPC6 activator inactive, IEC-6 cytotox -5 and TRPC4 inh inactive.
Screening O=C(N/N=C/c1ccccc1F)c1cccc2ccccc12 returned SKKanGAS inh 2, TRPC4 potent inactive, KLF5 inh -106, TRPC6 inh inactive, TRPC4 agonist inactive, HIF act 0.6, aSyn UTR inh -87, MrgX1 antag inactive, TRPC6 activator inactive, IEC-6 cytotox 0 and TRPC4 inh inactive.
CCc1c(C)sc(NC(=O)CN2CCN(C(=O)c3ccco3)CC2)c1C(=O)OC was read as SKKanGAS inh 6, TRPC4 potent inactive, KLF5 inh -24, TRPC6 inh inactive, TRPC4 agonist inactive, HIF act -0.3, aSyn UTR inh 9, MrgX1 antag inactive, TRPC6 activator inactive, IEC-6 cytotox 0 and TRPC4 inh inactive.
For O=C(Oc1ccc2c(=O)c(Cl)coc2c1)c1ccncc1 the results were SKKanGAS inh -1, TRPC4 potent inactive, KLF5 inh 8, TRPC6 inh inactive, TRPC4 agonist inactive, HIF act -0.7, aSyn UTR inh 4, MrgX1 antag inactive, TRPC6 activator inactive, IEC-6 cytotox 1 and TRPC4 inh inactive.
Screening CNC(=O)c1[nH]cnc1C(=O)Nc1ccccn1 returned SKKanGAS inh 3, TRPC4 potent inactive, KLF5 inh -32, TRPC6 inh inactive, TRPC4 agonist inactive, HIF act 0.6, aSyn UTR inh 3, MrgX1 antag inactive, TRPC6 activator inactive, IEC-6 cytotox -2 and TRPC4 inh inactive.
For O=C(Nc1ccc(S(=O)(=O)N2CCCC2)cc1)c1ccc2c(=O)n3c(nc2c1)CCCCC3 the results were SKKanGAS inh 3, TRPC4 potent inactive, KLF5 inh -16, TRPC6 inh inactive, TRPC4 agonist inactive, HIF act 0.0, aSyn UTR inh 4, MrgX1 antag inactive, TRPC6 activator inactive, IEC-6 cytotox -7 and TRPC4 inh inactive.
`O=[N+]([O-])c1cc(S(=O)(=O)CCCN2CCOCC2)ccc1F` gave SKKanGAS inh -10, TRPC4 potent inactive, KLF5 inh -30, TRPC6 inh inactive, TRPC4 agonist inactive, HIF act -0.1, aSyn UTR inh 0, MrgX1 antag -6*, TRPC6 activator inactive, IEC-6 cytotox 1 and TRPC4 inh inactive.
For NC1=NC(=O)/C(=C\c2ccco2)S1 the results were SKKanGAS inh -6, TRPC4 potent inactive, KLF5 inh -22, TRPC6 inh inactive, TRPC4 agonist inactive, HIF act 0.4, aSyn UTR inh -2, MrgX1 antag inactive, TRPC6 activator inactive, IEC-6 cytotox -14 and TRPC4 inh inactive.

Retrieved by compound from the entries so far (2):
Screening CCOc1ccc(-c2cn3ccccc3n2)cc1 returned TRPC4 potent inactive, KLF5 inh 24, TRPC6 inh inactive, TRPC4 agonist inactive, MrgX1 antag inactive, TRPC6 activator inactive, IEC-6 cytotox -5 and TRPC4 inh inactive.
Screening O=[N+]([O-])c1ccc(-c2nc(NCc3ccccc3)c3ccccc3n2)cc1 returned SKKanGAS inh -2, TRPC4 potent inactive, KLF5 inh -36, TRPC6 inh inactive, TRPC4 agonist inactive, HIF act 0.6, aSyn UTR inh 19, MrgX1 antag inactive, TRPC6 activator inactive, IEC-6 cytotox -2 and TRPC4 inh inactive.
